GLP1R ag = activates the human GLP-1 receptor. Potency, µM (doses to about 45.6 µM), for the others: at the top dose activation, hits mostly activators. HEK293 GLP-1R CRE-luciferase, luminescence, 4-6 h; cells express a hypersensitive GLP-1R form. actives 0.007% (n = 380,000); note: potency is the fitted concentration of half-maximal effect; % of control where 0% means no effect
Target sequence (P43220 whole entry, looked up): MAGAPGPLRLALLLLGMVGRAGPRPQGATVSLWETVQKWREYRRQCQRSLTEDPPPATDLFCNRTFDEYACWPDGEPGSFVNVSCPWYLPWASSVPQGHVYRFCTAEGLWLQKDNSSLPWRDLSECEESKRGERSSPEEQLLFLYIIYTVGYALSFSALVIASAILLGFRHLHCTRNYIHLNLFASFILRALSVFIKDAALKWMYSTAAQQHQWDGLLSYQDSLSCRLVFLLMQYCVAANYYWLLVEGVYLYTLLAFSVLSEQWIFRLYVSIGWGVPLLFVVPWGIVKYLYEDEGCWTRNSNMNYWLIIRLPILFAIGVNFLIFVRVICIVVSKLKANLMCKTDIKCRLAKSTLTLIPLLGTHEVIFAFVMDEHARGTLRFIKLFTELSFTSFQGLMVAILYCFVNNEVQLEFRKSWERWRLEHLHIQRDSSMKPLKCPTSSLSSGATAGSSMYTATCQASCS
PTHR1 ag = PTHR1 (human) receptor agonism; HEK293 GP2 PTHR1 cells, GloSensor cAMP luminescence, 1 h; Potency, µM (top dose mostly 115 µM), inactives show at the highest dose activation, usual class: activators; actives 0.075% (n = 410,000); AID 743266; Q03431; note: potency is the fitted concentration of half-maximal effect; nearly all actives have a fitted effect of over 55% in size; some results filed as inactive show a strong effect at the top dose; inactives centre near -15; many of its hits are not listed in these tables
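HEK-293-derived GP2 cells expressing PTHR1 and a GloSensor cAMP reporter, 3,000/well, plated overnight, given luciferin plus IBMX (each 0.5 mM as added) for 1 h at 37 °C, then compound for 1 h at 37 °C. Luminescence was read after 15 min at room temperature.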
GLP-1R inv ag = inverse agonists of human GLP-1 receptor; actives 1.6% (n = 410,000); P43220; Potency, µM (highest dose often 38.3 µM), inactives show at the highest dose activity change, negative = inhibition, actives largely listed as inhibitors; AID 624417; HEK293 GLP-1R CRE-luciferase, luminescence, 24 h; GLP-1R form is constitutively active; note: potency is the fitted concentration of half-maximal effect; % is set by controls: 0 for no effect and ±100 for the full control effect; nearly all actives have a fitted effect of over 55% in size
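HEK293 cells stably co-expressing a cAMP-responsive luciferase reporter and constitutively active GLP-1R were seeded, incubated 12 h, then exposed to compounds for 24 h at 37 C. Luminescence was read 12 min after detection reagent; inverse agonists lower signal.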
D3 ag = activates the human D3 dopamine receptor | D3R DiscoveRx beta-arrestin cells, luminescence, 90 min | max activation, % | actives 0.58% (n = 410,000) | AID 652048; in the data active = max activation above about 30%; note: 0% is about no effect; mostly tested at two doses, the higher about 12 µM
Target sequence (P35462 whole entry, looked up): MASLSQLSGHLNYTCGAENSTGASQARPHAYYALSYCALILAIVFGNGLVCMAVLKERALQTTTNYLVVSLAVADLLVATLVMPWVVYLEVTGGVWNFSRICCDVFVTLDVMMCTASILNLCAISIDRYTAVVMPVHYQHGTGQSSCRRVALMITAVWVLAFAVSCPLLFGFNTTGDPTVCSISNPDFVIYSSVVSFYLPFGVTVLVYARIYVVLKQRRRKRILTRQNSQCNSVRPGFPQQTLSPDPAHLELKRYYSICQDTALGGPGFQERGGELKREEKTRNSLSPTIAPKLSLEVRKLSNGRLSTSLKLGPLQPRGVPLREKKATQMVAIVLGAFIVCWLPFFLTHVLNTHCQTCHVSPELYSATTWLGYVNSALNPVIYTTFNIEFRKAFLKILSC
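Agonist-mode cell screen: cells plated at 1500/well and incubated overnight at 37 °C, then exposed to library compounds for 90 min at 37 °C. Detection reagent was added for 30–60 min at room temperature, and luminescence was read.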
aSyn yeast inh = rescues yeast growth from alpha-synuclein toxicity; actives 0.14% (n = 370,000); AID 652106; Potency, µM (series often up to 46.1 µM), without a hit: top-dose growth rescue (activation), usual class: activators; Yeast expressing alpha-synuclein, growth rescue, BacTiter-Glo, 24 h; note: potency is the fitted concentration of half-maximal effect; % of control where 0% means no effect; nearly all actives have a fitted effect of over 65% in size
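Screening used galactose-induced yeast with toxic alpha-synuclein levels, exposed to compound for 24 hr at 30 deg C. Cell growth, read with BacTiter-Glo luminescence, gave the measured signal.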
TDP-43 yeast inh = inhibitors of TDP-43 toxicity in yeast; TDP-43 expressing yeast growth rescue, BacTiter-Glo, 24 h; actives 1.8% (n = 410,000); AID 652104; Potency, µM (top dose mostly 46.1 µM), for inactives: top-dose growth rescue (activation), actives largely listed as activators; note: potency is the fitted concentration of half-maximal effect; % of control where 0% means no effect; nearly all actives have a fitted effect of over 50% in size
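Growth rescue of TDP-43-toxic yeast measured as ATP luminescence (BacTiter-Glo). Cells grown to mid-log in raffinose, induced in galactose at OD600=0.02, exposed to compound 24 hr at 30 deg C.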
DRD3 antagonist = D3 dopamine receptor (human) antagonism | P35462 | D3R cells, DiscoveRx beta-arrestin luminescence, antagonist mode; active compounds read low | max response, negative = inhibition, % | actives 2.5% (n = 360,000) | AID 652054; in the data active = max response below about -50%; inconclusive = no clear call, values can overlap the other calls; note: % is set by controls: 0 for no effect and ±100 for the full control effect; mostly tested at two doses, the higher about 12 µM
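Cells expressing the human receptor were seeded at 1500 cells/well, incubated overnight at 37 degrees C in 5% CO2, then exposed to library compounds with dopamine controls for 90 minutes at 37 degrees C before luminescent detection.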
KB-V1 cytotox = KB-V1 MDR subline cytotoxicity. KB-V1 MDR cells viability, CellTiter-Glo, 72 h. actives 3.4% (n = 400,000). Potency, µM (top dose mostly 46.1 µM), inactives show at the highest dose activity change, negative = cytotoxicity, actives largely listed as cytotoxic; note: potency is the fitted concentration of half-maximal effect; % is set by controls: 0 for no effect and ±100 for the full control effect; nearly all actives have a fitted effect of over 60% in size
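Cytotoxicity via CellTiter-Glo luminescence after 72 h compound exposure at 37 degrees C. Cells: drug-selected KB-V1 line, DMEM phenol-red free plus 10% FBS. Compounds tested at multiple concentrations; normalized data fitted to concentration-effect curves.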
GLP1R cytotox = cytotoxicity in counter-screen for GLP-1R inverse agonists; HEK293 cAMP-luciferase reporter cells, luminescence, 24 h; Potency, µM (titrated, usually from 38.3 µM), for inactives: at the top dose activity change, negative = inhibition, actives largely listed as inhibitors; actives 0.13% (n = 410,000); AID 624418;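 note: loss of luciferase light is scored as toxicity; potency is the fitted concentration of half-maximal effect; % is set by controls: 0 for no effect and ±100 for the full control effect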
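Cells in DMEM/10% Nu serum/1% pen-strep, 1536-well format. Pre-incubated 12 h, dosed with 23 nL compound, incubated a further 24 h. Luciferase detection, 12 min at room temp, luminescence.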
Numbers without * were called inactive; i = inactive; u = inconclusive; x = no result given; & = joins results of further samples; [ ] = another dose, or the depositor's remark. Unless noted, calls come from the whole dose curve; as a rule, active = well fitted curve in the direction sought with a large enough effect; inconclusive = small, poorly fitted or top-dose-only effect, or another doubt; inactive = no such curve, though single readings can be large; an effect the other way counts as inactive or inconclusive.

Values in the order: GLP1R ag, D3 ag, TDP-43 yeast inh, PTHR1 ag, GLP1R cytotox, DRD3 antagonist, aSyn yeast inh, GLP-1R inv ag, KB-V1 cytotox
COc1ccc(NC(=O)CN2CCCCC2)cc1
 : -1%, -2, -7%, -12%[57.5 µM], -10%, -7, -6%, -3%, 19%
O=C(c1ccccc1)N1CCN(c2ccc([N+](=O)[O-])cc2-n2cccc2)CC1
 : 27%, -5, u, -21%, 7%, 1, 18%, u, -18%
COc1cc(CNC(C)c2ccccc2)c(Br)cc1OCC(N)=O (stereo not given)
 : -4%, -20, -14%, 22%[57.5 µM], -7%, -8, -5%, 9%, -11%
O=c1c2cc(F)ccc2sn1-c1ccccc1
 : 7%, -17, -93%[inhibitor], -22%, -8%, -12, -76%[inhibitor], 7%, -22%
CC(C)NC(=O)C1(C)CN(S(C)(=O)=O)CC(=O)N1CCc1ccc(O)cc1 (stereo not given)
 : x, 3, 19%, -1%, 0%, 1, -1%, 2%, 3%
Cn1c(N)c(C(=O)COC(=O)C2(c3ccc(F)cc3)CCCC2)c(=O)n(C)c1=O
 : 3%, 1, 10%, -30%[inhibitor][57.5 µM], 0%, 44, 16%, -25%, u
CCCNC(=O)COC(=O)/C=C/c1ccco1
 : 1%, 5, 17%, i, -6%, 27, u, -1%, 3%
COc1ccc([C@H]2CC(=O)C[C@@H](CCn3cc(-c4ccccc4)nn3)O2)cc1
 : -1%, -15, 9%, i, -1%, -3, -4%, 0%, u
CCCn1nnnc1NC(=O)c1cc(Cl)ccc1Cl
 : -1%, 3, 18%, i, -15%, 20, u, -2%, -6%
O=C1CCc2cc(NS(=O)(=O)c3ccccc3)cc3c2N1CC3
 : 14%, 3, -6%, 0%, 0%, -9, 2%, 27%, -1%
Cc1ccc2c(CC(=O)NC3=NCCS3)coc2c1
 : 5%, 3, 6%, i, 12%, -18, -2%, 24%, 5%
O=C(c1ccccc1)c1ccc(C(=O)N2CCOCC2)cc1
 : 8%, -1, -2%, i, -9%, 6, 0%, -2%, -10%
Cc1nnc(SCC(=O)Nc2ccc(S(=O)(=O)Nc3ccc(Cl)nn3)cc2)s1
 : -5%, 3, -12%, i, 10%, -11, -4%, 20%, 4%
COc1ccc(C(=O)CC(=O)c2ccc(OC)cc2)cc1
 : -1%, -1, 5%, -4%, 9%, 3, 2%, -18%, u
Cc1ccc(NC(=O)CN2C(=O)CCc3ccccc32)cc1C
 : x, 2, u, i, 7%, x, x, u, 3%
O=S(=O)(Nc1c(F)cccc1F)c1ccc2c(c1)OCCO2
 : 7%&10%, 4&-7, 2%&13%, i, -2%&0%, -6, 3%&-5%, -12%&4%, 13%&-6%
NC(=O)c1c(NC(NC(=O)c2ccco2)C(=O)c2ccc(Cl)cc2)sc2c1CCCC2 (stereo not given)
 : 0%, -3, -16%, -12%, -29%, -7, 10%, -20%, u
CCN(CC)C(=S)NC(=O)C12CC3CC(CC(C3)C1)C2
 : 1%, 14, 26%, 0%, 5%, 7, 7%, -10%, 0%
COc1ccc(C(=O)C2CCCN(C(=O)c3cccnc3OC)C2)c(C)c1 (stereo not given)
 : -3%, 9, x, i, -6%, 0, 4%, -5%, -9%
COc1ccc(-n2nnnc2SCC(=O)c2cc3ccccc3o2)cc1
 : 0%, -14, 7%, -10%, 8%, -20, -3%, -27%, u
CCN(CC)c1ccc(C2N(C(=O)N3CCOCC3)CCN2S(=O)(=O)c2ccc(C)cc2)cc1 (stereo not given)
 : 13%, 0, -7%, -9%[57.5 µM], 2%, -7, 2%, -18%, -6%
C=CCN1C(=O)C(O)(CC(=O)c2ccccn2)c2ccccc21 (stereo not given)
 : 8%, -12, -10%, i, 2%, -3, -7%, 17%, u
Nc1nc(Cl)cc(Oc2ccccc2F)n1
 : 10%, 4, 21%, i, -2%, 1, -1%, 54%[activator], 4%
Cc1ccc2nc(SCC(=O)NCc3ccc4c(c3)OCO4)nc(=O)n2c1
 : 2%, 5, -13%, i, 17%, -3, 1%, 2%, 11%
Cc1ccnc(NS(=O)(=O)c2ccc(NC(=O)C(C)(C)Oc3ccc(Cl)cc3)cc2)n1
 : x, 2, 2%, -2%, 22%, x, x, -24%, 5%
CN1CCc2c(sc3c2C(=O)NC(c2ccc(C(C)(C)C)cc2)N3)C1 (stereo not given)
 : x, -7, 6%, i, 70%[activator], x, x, 5%, 12%
O=C(Cc1csc(-c2ccccc2)n1)NCc1ccco1
 : -5%, -4, 8%, -18%, -3%, 0, -7%, 0%, u
Cc1onc(-c2c(Cl)cccc2Cl)c1C(=O)c1ccc(F)cc1
 : 15%, -5, 13µM*, i, 4%, 2, 0%, u, 0%
CCCCCCCCCCCCCCCC(=O)OCC1OC(n2ccc(N)nc2=O)C(O)C1O (stereo not given)
 : -1%, -1, -4%, i, 3%, 44, -1%, -12%, 0%
CN(C)CCNc1nc(Oc2ccccc2)c2sccc2n1
 : 5%, -5, 17%, 20%, 9%, 13, -6%, -10%, 4%
CN(C)S(=O)(=O)c1ccc(C(=O)/C=C/c2cccnc2)cc1
 : 3%, -7, 3%, -35%[inhibitor], -2%, -9, 9%, 10%, u
Cc1ccc(C(=O)OCC(=O)c2cc(C)n(CC3CCCO3)c2C)cc1 (stereo not given)
 : 8%, 5, u, -34%[inhibitor], 34%[activator], 1, 20%, u, u
O=C(N/N=C/C(Br)=C/c1ccccc1)c1ccccc1F
 : 31%, -4, 14µM*, i, u, -10, -16%, 135%[activator], -31%
O=C(NCc1ccc(F)c(F)c1)C1CCC(=O)N(CCc2ccccc2)C1 (stereo not given)
 : -6%, -9, -18%, -32%[inhibitor], 9%, 5, 4%, 1%, -17%
CN1C(C(=O)Nc2cccc(O)c2)=CC(c2ccco2)=NS1(=O)=O
 : -6%, -2&5, 19%&11%, -14%, -3%&-11%, 10, 1%, 16%&2%, 13%&11%
O=C1C2CCCCN2C(=O)N1CCCCN1CCN(c2cccc(Br)c2)CC1 (stereo not given)
 : -3%, -4, 15%, -92%[inhibitor], -8%, -80*, 7%, u, 1%
O=C(CCn1c(=S)[nH]c2cc3c(cc2c1=O)OCO3)NCc1cccc(Cl)c1
 : -5%, -12, -6%, -27%, -1%, 1, 1%, 3%, 15%
CCOc1ccccc1NC(=O)Nc1ccc(CC#N)cc1
 : 5%, 11, 9%, -19%, -2%, -7, -8%, -22%, -29%
COC(=O)c1cccc(CN2C(=O)SC(Nc3ccccc3)C2=O)c1 (stereo not given)
 : 6%, 4, u, i, -3%, 0, 1%, -14%, 2%
COc1ccc(/C=N/N2CCN(c3ccc(Cl)cc3)CC2)cc1
 : 0%, -2, -15%, i, 25%, -2, -5%, 6%, -11%
CC(C)C[C@@H](NC(=O)[C@H]1CCCN1C(=O)Cc1ccccc1)C(N)=O
 : 30%, 0, 14%, i, -11%, 7, 2%, 6%, -6%
CNC(=O)/C(C#N)=C/c1c(N2CCCCCC2)nc2c(C)cccn2c1=O
 : 23%, 0, 13%, i, -11%, 15, 14%, 18%, 1%
CC1(C(=O)Nc2ccc(Cl)c(Cl)c2)CCN1C(=O)Cc1ccc(-c2ccccc2)cc1 (stereo not given)
 : 0%, 13, 0%, -32%[inhibitor], -1%, 19, u, u, u
COc1cccc(/C=N/n2nnc3c(cnn3-c3ccccc3)c2=O)c1
 : -18%, 5, 12%, -26%[57.5 µM], -22%, 47, 1%, 12%, -2%
COC(=O)c1ccc(NS(=O)(=O)c2ccc(OC)cc2)cc1
 : 0%, 9, -2%, i, 15%, 17, -3%, 0%, 0%
COC(=O)c1c(NC(=O)/C(C#N)=C/c2ccccc2)sc2c1CCC2
 : x, 5, 23%, -9%, 15%, x, x, 1%, 7%
C=Cc1ccc(CSc2nc(-c3ccc(Cl)cc3)nc3c2Cc2c(CO)cnc(C)c2O3)cc1
 : x, 9, 16%, -3%, 2%, x, x, 4%, 15%
CCOc1ccc(-n2ccnc2SCC(=O)Nc2ccc(OC)cc2OC)cc1
 : x, 5, u, -51%[inhibitor], 3%, x, x, -26%, x
CC(C)(C)CC(C)(C)NC(=S)N1CCN(Cc2ccc3c(c2)OCO3)CC1
 : 10%, -1, -4%, i, -15%, 15, -10%, 8%, 15%
Cc1cnc(C(=O)OC(C(=O)c2c[nH]c3ccccc23)c2ccccc2)cn1 (stereo not given)
 : -6%, 11, 2%, -3%, -2%, 9, 1%, 2%, 0%
CN(C(=O)COC(=O)c1ccccc1SCC(=O)N1CCCC1)c1ccccc1
 : 4%, 10, -8%, i, -25%, 31, -6%, 4%, x
O=C(CCN1CCN(c2ccccc2)CC1)c1ccc(Cl)cc1
 : -3%, -3, 10%, -13%, 6%, -70*, -19%, -10%, -2%
COc1ccc(NC(=O)N(C)C[C@@H]2Oc3ncc(Br)cc3C(=O)N([C@@H](C)CO)C[C@@H]2C)cc1
 : -5%, 3, 7%, i, 0%, 18, 5%, 19%, 51%
Cc1ccc(S(=O)(=O)NCc2ccccc2)cc1C(=O)N1CCN(S(=O)(=O)c2ccccc2)CC1
 : -4%, 3, 2%, -4%, 16%, 1, 0%, -7%, -18%
CCOc1ccc(NC(=O)CCn2cccc2)cc1
 : -3%, 0, 20%, i, 5%, -7, -5%, 7%, 6%
CCCc1cc(=O)c2ccc(OC/C(C)=N/O)cc2o1
 : 12%, 3, 1%, -42%[inhibitor], -7%, 0, 3%, 8%, -18%
Cc1ccc(-n2c(P(C)(=O)O)nc3ccccc32)cc1
 : -1%, 1, 7%, i, 6%, 5, 2%, 0%, 3%
Cn1c(=O)c2c(nc(NCCOc3ccc(F)cc3)n2C)n(C)c1=O
 : 0%, 3, -11%, -16%, 9%[0.307 µM], -7, -1%, 1%[0.307 µM], u
CCc1ccccc1NC(=S)N(CCN1CCOCC1)Cc1ccccc1F
 : 2%, -5, 5%, -7%, 1%, -16, -1%, u, u

Bioassay records from PubChem.

These rows are one share of the data; count on the stated rates, not on these rows.
